SF-1 act – SF-1 (human) activation | CHO-K1 Gal4-SF-1 LBD luciferase reporter; % increase over DMSO SF-1-specific signal | activation, % at 10 µM | Q13285 | hit rate 1.9% among 65,000 | AID 522;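 active = activation above the mean activation of all tested compounds plus 3 SD, cut at about 50% in these data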
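Material: CHO-K1 cells with Gal4–hSF-1 LBD chimera plus Gal4-driven luciferase / Input: 4,000 CHO-K1 cells per well / Incubation: compound exposure 20 h at 37 °C / Signal: luminescence read 15 min after SteadyLite luciferase reagent, after room-temperature equilibration / Read-out: percent activation versus DMSO / Benchmarks: DMSO negative control and −SF1 background wells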
tolC growth inh – growth inhibitors of E. coli BW25113 tolC mutant. hit rate 2.2% among 65,000. growth inhibition, % at 10 µM (by protocol). AID 573. OD615;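 active = growth inhibition at or above a cutoff equal to the mean over every tested compound plus 3 SD, cut at about 60% in these data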;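 also: growth measured after 20 h incubation at 37 °C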
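Test system: tolC-deleted E. coli BW25113 | Medium: LB with kanamycin 50 µg/mL | Compound dosing: Single concentration, 10 µM final per compound | Schedule: 37 °C, 20 h exposure | Measured by: OD at 615 nm | Evaluation: Percent growth inhibition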
TNAP act DEA – activators of human TNAP at intermediate phosphate acceptor; P05186; purified TNAP, CDP-star luminescence, 100 mM DEA, 30 min; active compounds read high; scale: 0 levamisole-inhibited, 1 vehicle-only enzyme; activation factor at 20 µM; 64,000 tested, under 10 active; AID 813;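 active = activation factor of at least 2 at 20 µM, relative to controls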
M1 antag – blocks the rat M1 muscarinic receptor response to acetylcholine | CHO-M1 cells, Fluo-4 calcium, ACh EC80 antagonist mode; active compounds read low | B-score at 10 µM | P08482 | hit rate 3.4% among 64,000;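 active = calcium fluorescence response, raw or row-and-column corrected B-score, differing from the plate sample mean either way at a set confidence level, mostly lower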
Fluor 339 460 – intrinsic fluorescence of library compounds, ex339/em460 – biochemical, MLSMR library, data from DPM-DC assay, artefact control, profiling panel; compound autofluorescence, ex339/em460 nm, NADH buffer; active compounds read high; 1 = no-compound wells, NADH background; fluorescence fold increase at 10 µM; hit rate 5.5% among 65,000;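 active = at 10 µM, mean starting fluorescence two-fold or more over control wells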;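 also: signal is the first read of a kinetic run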
E coli RNAP – blocks E. coli RNA polymerase transcription | fluorescence transcription assay | AID 559 | P0A8V2 | inhibition, %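 (tested at 10 µM)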 | hit rate 0.2% among 62,000; in the data active = inhibition above about 20%;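 also: 0% = enzyme without compound and 100% = no enzyme blank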
Target sequence (P0A8V2 whole entry, looked up): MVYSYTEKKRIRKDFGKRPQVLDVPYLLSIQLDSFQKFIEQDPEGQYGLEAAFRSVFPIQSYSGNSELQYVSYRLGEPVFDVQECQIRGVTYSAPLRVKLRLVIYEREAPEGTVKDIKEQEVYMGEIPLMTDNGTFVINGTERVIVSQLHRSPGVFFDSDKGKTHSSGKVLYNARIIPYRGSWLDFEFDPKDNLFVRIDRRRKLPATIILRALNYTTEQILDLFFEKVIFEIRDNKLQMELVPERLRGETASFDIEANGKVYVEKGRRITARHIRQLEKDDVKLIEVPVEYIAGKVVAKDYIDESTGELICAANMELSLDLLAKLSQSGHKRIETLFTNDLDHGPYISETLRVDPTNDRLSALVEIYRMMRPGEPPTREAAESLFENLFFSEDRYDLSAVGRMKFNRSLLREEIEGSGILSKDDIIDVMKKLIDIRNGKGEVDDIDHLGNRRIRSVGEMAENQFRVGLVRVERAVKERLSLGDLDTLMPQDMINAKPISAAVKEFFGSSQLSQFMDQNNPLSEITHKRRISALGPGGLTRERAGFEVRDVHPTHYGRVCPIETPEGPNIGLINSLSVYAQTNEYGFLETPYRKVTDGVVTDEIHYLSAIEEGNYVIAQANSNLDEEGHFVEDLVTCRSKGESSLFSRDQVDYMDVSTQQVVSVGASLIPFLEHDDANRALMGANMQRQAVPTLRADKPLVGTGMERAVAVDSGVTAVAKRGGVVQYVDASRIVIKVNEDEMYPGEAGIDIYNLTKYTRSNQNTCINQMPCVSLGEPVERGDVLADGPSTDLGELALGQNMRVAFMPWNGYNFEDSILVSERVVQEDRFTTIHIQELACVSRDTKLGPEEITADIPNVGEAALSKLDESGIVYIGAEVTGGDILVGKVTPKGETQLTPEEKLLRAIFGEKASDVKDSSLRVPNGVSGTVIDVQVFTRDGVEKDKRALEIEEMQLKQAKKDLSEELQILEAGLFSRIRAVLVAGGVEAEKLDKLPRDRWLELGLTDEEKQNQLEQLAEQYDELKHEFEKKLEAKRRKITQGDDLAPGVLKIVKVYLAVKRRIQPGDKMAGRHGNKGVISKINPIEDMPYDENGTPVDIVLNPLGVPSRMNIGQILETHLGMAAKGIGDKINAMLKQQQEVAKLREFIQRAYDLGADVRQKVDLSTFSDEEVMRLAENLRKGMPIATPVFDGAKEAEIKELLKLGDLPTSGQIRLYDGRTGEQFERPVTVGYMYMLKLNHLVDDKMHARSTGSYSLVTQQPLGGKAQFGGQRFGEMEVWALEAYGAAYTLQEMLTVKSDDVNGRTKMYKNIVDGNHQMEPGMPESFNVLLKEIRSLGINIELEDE
M1 ag – activates the M1 muscarinic receptor | AID 626 | hit rate 3% among 64,000 | B-score at 10 µM | CHO-M1 cells, Fluo-4 calcium fluorescence, agonist mode; active compounds read high;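 active = fluorescence rise, raw or as B-score row- and column-corrected plate score, outside the 99.7% band of its plate's samples, either direction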
RORA act – RORA (human) activation; P35398; CHO-K1 Gal4-RORA LBD luciferase reporter, luminescence; percent increase over mock-subtracted basal signal; activation, % at 10 µM; hit rate 1.5% among 65,000;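 active = activation above the mean of all tested compounds plus 3 SD, cut at about 49% in these data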;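 also: 0% = DMSO-treated RORA cells and 100% = added signal equal to DMSO minus mock-transfected cells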
NADH enzymes – inhibitors of enzymes used to reach an NAD/NADH endpoint | coupled PK/LDH NADH assays, four targets | IC50, µM (titrated, usually from 10 µM), for the others: top-dose inhibition | hit rate 0.02% among 65,000;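 active = single-dose screening hits from any of four coupled enzyme assays that gave an IC50 when retested across doses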;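 also: the DPM-DC format reads NADH fluorescence rather than 340 nm absorbance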
An asterisk follows results filed as active; · = no result given; [ ] = another dose, or the depositor's remark.

SMILES	SF-1 act	tolC growth inh	TNAP act DEA	M1 antag	Fluor 339 460	E coli RNAP	M1 ag	RORA act	NADH enzymes
Cc1onc(-c2c(Cl)cccc2Cl)c1C(=O)NC(C)(C)CO	0	-7	1	0.46	1.1	1	0.54	-22	1%
O=C(O)c1cc(S(=O)(=O)O)ccc1O	-8	-14	1	0.35	1.3	·	-0.027	-3	1%
O=C(NC1CCCCC1)N1CCc2ccccc21	45	11	0.9	-0.48	1.2	5	0.92	32	2%
CC(C)C(=O)Nc1ccc(NC(=O)c2cccc(F)c2)cn1	38	-8	0.9	0.7	1.1	-10	-1.5	42	5%
COc1cccc(N2CCN(S(=O)(=O)c3ccc4nc(-c5ccccc5)[nH]c4c3)CC2)c1	2	-9	1	0.96	1.1	5	0.18	14	3%
CC(=O)OCCN1C(=O)c2cccnc2C1=O	5	-6	1	0.076	1.1	4	-1.2	-16	1%
CCN(CC)CC(O)COc1ccccc1C(=O)CCc1ccccc1 (stereo not drawn)	-2	-6	0.9	-0.8	1.1	6	0.27	4	2%
COc1ccc(OC)c(NC(=O)CC(NCCC2=CCCCC2)C(=O)O)c1 (stereo not drawn)	-8	-11	1	-0.35	1.1	5	-1.2	-8	4%
Cc1cc2ccccc2c(=O)n1CC(=O)NCC(=O)N1CCCC1	0	-22	0.9	-1.4	1.9	4	0.45	6	4%
COC(=O)c1ccc(CSc2ccc3nnc(-c4cccnc4)n3n2)o1	-2	-1	0.9	-0.68	1.2	-4	-0.011	-18	3%
COc1ccc(C)cc1NC(=O)CN1C(=O)c2ccccc2S1(=O)=O	-16	-8	0.9	-0.18	1.1	3	0.13	-4	2%
CC1CN(c2cc(=O)n(Cc3ccc(F)cc3)c(=O)[nH]2)CC(C)O1 (stereo not drawn)	7	-8	0.9	-0.028	1.1	7	0.031	19	4%
Cc1cc(NC(=O)Cn2c(=O)c3c(ncn3CC(C)C)n(Cc3ccccc3)c2=O)no1	-4	4	0.9	0.59	1.1	6	0.25	-17	3%
Cc1cc(NC(=O)CSc2nc(-c3cccs3)cc(C(F)(F)F)n2)no1	-14	-17	·	-0.23	1.2	·	0.89	-11	6%
Oc1c(/C=N/c2ncn[nH]2)ccc2ccccc12	-7	-1	0.8	-0.045	0.99	6	4.9*	8	6%
CCC(Sc1nc(=O)cc(N)n1-c1cccc(C)c1)C(=O)Nc1cc(C)on1 (stereo not drawn)	-1	-5	0.9	0.22	1.1	3	0.0014	-10	11%
O=C1C(Cl)=C(N2CCOCC2)C(=O)N1c1cccc(Cl)c1	1	6	1	1.2	1.1	·	-0.31	-16	3%
Cc1nc2sccn2c(=O)c1CCN1CCC(=C(c2ccccc2)c2ccc(F)cc2)CC1	-19	3	0.9	-10*	1.1	3	0.65	-8	3%
COc1ccc(-n2c(N)c(C(=O)NCC3CCCO3)c3nc4ccccc4nc32)c(OC)c1 (stereo not drawn)	-18	26	1	-0.33	3.9*	-7	0.94	-1	8%[fluoresces]
CCOC(=O)c1ccc(NC(=O)Cn2cccc2)cc1	38	2	0.9	-0.66	1	5	0.52	21	6%
COc1cccc(OCCOCCNCCO)c1	-12	-5	1	0.5	1.1	1	-0.55	-6	3%
O=C(NC1CCCCC1)N1CCC(c2nc3ccc(Cl)cc3[nH]2)CC1	-18	28	0.9	-0.73	1.1	0	0.24	-29	4%
O=C(NCc1ccc(F)cc1)C1CCN(C(=O)NCc2ccccc2)CC1	-12	-19	0.8	-0.24	1	11	-0.32	-4	3%
CCCCOCCCNC(=O)c1ccc(NC(C)=O)cc1	·	-3	0.9	-0.28	1	-9	-0.82	·	3%
CCC(=O)Nc1nnc(-c2ccco2)o1	4	0	1.1	-0.057	1	3	0.86	4	7%
(list continues)
SMILES	SF-1 act	tolC growth inh	TNAP act DEA	M1 antag	Fluor 339 460	E coli RNAP	M1 ag	RORA act	NADH enzymes
Cn1c(CN2CCC(C(N)=O)CC2)c(C#N)c2ccccc21	5	4	·	-0.76	1.1	·	-0.00061	3	2%
c1ccc(-c2nnc(N3CCOCC3)nc2-c2ccccc2)cc1	-16	15	0.9	-0.97	1.1	·	0.49	-2	0%
Cc1nc2c(C(=O)N3CCCCC3)cnn2c(C)c1Cc1ccccc1F	42	21	0.9	0.16	3.2*	7	-1.4	76*	5%
CCOC(=O)N1CCN(C(=O)C2CC(c3cc(OC)ccc3OC)=NO2)CC1 (stereo not drawn)	-12	-8	1	-0.92	1.6	8	0.019	-1	5%
Cc1cccc(N(CC(=O)Nc2ccc(CC#N)cc2)S(C)(=O)=O)c1	-1	0	0.9	-0.34	1	7	-0.041	-6	4%
Cc1cc2cc(CNC(=O)Nc3ccccc3)ccc2n1C	37	19	·	-0.3	1.1	·	-1.1	38	5%
Oc1ccc(C(c2nnnn2C2CCCC2)N2CCc3ccccc3C2)cc1 (stereo not drawn)	-23	50	0.9	-0.4	1.1	7	0.0086	-5	3%
c1ccc(-c2csc(N3CCCCCC3)n2)cc1	8	17	0.8	0.77	1.1	8	0.21	7	1%
COCCN(C(=O)C(F)(F)F)C(C(=O)NC1CCCCC1)c1ccco1 (stereo not drawn)	13	-13	0.9	0.38	1.1	·	-0.38	-25	5%
Cc1cc(N2CCN(C3CCCC3)CC2)n2ncc(-c3ccccc3)c2n1	10	-6	0.9	0.46	1.6	10	0.017	-5	11%
CCS(=O)(=O)N1CCC(C(=O)N2CCOCC2)CC1	-6	-19	1	-0.028	1	2	-0.035	12	2%
Cc1nc(CCNC(=O)Cc2ccccc2)cs1	-11	-12	0.9	0.26	1.1	9	-0.16	-18	5%
CCC(C)C(NC(=O)OC(C)(C)C)C(=O)NCc1ccco1 (stereo not drawn)	-6	-9	0.9	0.0076	1.1	4	0.13	-28	4%
O=C(c1ccco1)N1CCCC(c2ccccc2)C1 (stereo not drawn)	1	4	1	-0.57	1.1	11	0.049	1	1%
CCN(CC)S(=O)(=O)c1ccc2nnn(OCC(=O)Nc3cccc(C#N)c3)c2c1	-1	23	0.9	-0.51	1.1	4	-0.4	0	7%
CCCN(CCC)CCNC(=O)c1cc2c(=O)n(C)c3ccccc3c2n1C	21	7	0.8	-1.7	1.6	4	0.33	20	4%[fluoresces]
O=C(c1cncc(Br)c1)N1CCCc2ccccc21	1	2	1	0.28	1.1	-1	0.33	-6	0%
O=C(CN1CCN(Cc2ccccc2)CC1)c1ccc(Br)cc1	-8	-17	0.9	0.3	1.1	7	-0.4	20	6%
COc1ccc(-c2nc3ncccn3c2Nc2ccc3c(c2)OCCO3)cc1	7	-10	0.9	1.1	1.1	-5	-1.4	9	8%
CCC(=O)Nc1c(-c2cccs2)c(=O)c2ccccc2n1C	7	-15	0.9	-0.037	1.4	2	0.32	3	11%
O=C(NCc1ccccn1)c1ccc(=O)oc1	-14	3	0.9	0.28	1.1	11	-0.0073	1	2%
COC(=O)C(CC(C)C)NC(=O)c1cc(OC)c(OC)c(OC)c1 (stereo not drawn)	0	-8	1	1.3	1.1	·	-0.57	16	3%
CCn1cc(S(=O)(=O)CC(=O)Nc2ccc(OC)cc2)c2ccccc21	15	9	0.8	0.017	0.99	15	-0.89	-3	1%
COc1ccc(C2C3=C(Nc4ncnn42)c2ccccc2CC3)cc1OC (stereo not drawn)	17	11	0.9	0.18	1.4	4	-0.74	-2	1%
O=c1/c(=C/c2cccc3ccccc23)sc2ncnn12	5	3	0.9	0.056	1.1	6	-0.056	2	0%

Profiles, quoted from the list. Screens in order: SF-1 act	tolC growth inh	TNAP act DEA	M1 antag	Fluor 339 460	E coli RNAP	M1 ag	RORA act	NADH enzymes
Results for CCCN(CCC)CCNC(=O)c1cc2c(=O)n(C)c3ccccc3c2n1C : 21	7	0.8	-1.7	1.6	4	0.33	20	4%[fluoresces]
Results for COCCN(C(=O)C(F)(F)F)C(C(=O)NC1CCCCC1)c1ccco1 (stereo not drawn) : 13	-13	0.9	0.38	1.1	·	-0.38	-25	5%
Results for COC(=O)C(CC(C)C)NC(=O)c1cc(OC)c(OC)c(OC)c1 (stereo not drawn) : 0	-8	1	1.3	1.1	·	-0.57	16	3%
Results for O=C(CN1CCN(Cc2ccccc2)CC1)c1ccc(Br)cc1 : -8	-17	0.9	0.3	1.1	7	-0.4	20	6%
Results for Cc1cc2cc(CNC(=O)Nc3ccccc3)ccc2n1C : 37	19	·	-0.3	1.1	·	-1.1	38	5%

The listing picks up with the 2 entries that preceded the break.
SMILES	SF-1 act	tolC growth inh	TNAP act DEA	M1 antag	Fluor 339 460	E coli RNAP	M1 ag	RORA act	NADH enzymes
COc1ccc(C2C3=C(Nc4ncnn42)c2ccccc2CC3)cc1OC (stereo not drawn)	17	11	0.9	0.18	1.4	4	-0.74	-2	1%
O=c1/c(=C/c2cccc3ccccc23)sc2ncnn12	5	3	0.9	0.056	1.1	6	-0.056	2	0%
CCN1CCN(c2cc(C)c3cc(NC(=O)Cc4ccc(OC)c(OC)c4)ccc3n2)CC1	-12	-13	1	2.1	2.1*	5	2	12	1%[fluoresces]
Cc1nn(C)cc1CNC(=O)C1C2CCC(O2)C1C(=O)O (stereo not drawn)	-24	-9	1	0.87	1.1	3	-0.27	3	7%
CCOc1cc(C2C(C(=O)O)c3cc(OCC)c(OCC)cc3C(=O)N2C)ccc1O (stereo not drawn)	19	1	0.9	0.47	1.1	6	-0.75	5	7%
O=C(CSc1n[nH]c(-c2ccccc2)n1)NC(=O)NCc1ccco1	3	6	0.4	1	1.1	8	0.11	-32	4%
Cc1nc2nc(-c3ccccc3)cc(=O)n2[nH]1	14	-41	1	0.18	1.1	1	-1.3	24	3%
O=C(Nc1ccc(C2CCCCC2)cc1)C1CCCN(c2ncccn2)C1 (stereo not drawn)	2	-8	0.8	-0.19	1.2	6	-0.04	11	6%
CNc1nc2c(c(=O)n(C)c(=O)n2C)n1Cc1ccccc1	-13	-24	0.9	0.27	1.1	7	0.39	-24	2%
COc1cc(OC)nc(NC(=O)CS(=O)(=O)c2ccccc2)n1	-3	-8	·	-0.02	1.1	·	-0.36	-1	2%
O=C(O)C1CCN(C(=O)NC2CCCCC2)CC1	21	-2	1	-0.48	1	-3	0.31	-10	6%
COC(=O)CNC(=O)c1ccc2c(c1)S(=O)(=O)c1ccccc1C2=O	-7	-9	0.9	-0.049	1.1	·	0.36	-13	4%
O=C(Nc1nncs1)c1ccccc1Br	-7	-9	1	-0.066	1.1	5	0.78	-6	2%
[O-][n+]1onc2c1CCc1nnccc1-2	-6	-13	0.9	0.12	1.1	6	0.49	-15	0%
COc1ccc(CCNC(=O)c2c(O)c3cccc4c3n(c2=O)CC4)cc1OC	-8	0	1	0.56	1.2	2	0.08	15	6%

Looked up by compound from above, 5 records:
SMILES	SF-1 act	tolC growth inh	TNAP act DEA	M1 antag	Fluor 339 460	E coli RNAP	M1 ag	RORA act	NADH enzymes
Cc1nc2c(C(=O)N3CCCCC3)cnn2c(C)c1Cc1ccccc1F	42	21	0.9	0.16	3.2*	7	-1.4	76*	5%
CCC(=O)Nc1nnc(-c2ccco2)o1	4	0	1.1	-0.057	1	3	0.86	4	7%
CCCN(CCC)CCNC(=O)c1cc2c(=O)n(C)c3ccccc3c2n1C	21	7	0.8	-1.7	1.6	4	0.33	20	4%[fluoresces]
CCC(Sc1nc(=O)cc(N)n1-c1cccc(C)c1)C(=O)Nc1cc(C)on1 (stereo not drawn)	-1	-5	0.9	0.22	1.1	3	0.0014	-10	11%
COc1ccc(CCNC(=O)c2c(O)c3cccc4c3n(c2=O)CC4)cc1OC	-8	0	1	0.56	1.2	2	0.08	15	6%

Source: PubChem BioAssay
